# Assay outcomes from PubChem.
# Tau ThT inhib = blocks human tau fibril formation measured by thioflavin T; P10636; recombinant tau K18 P301L (four-repeat tau fragment), heparin-induced fibrillization, ThT fluorescence; Potency, µM (highest dose often 57.4 µM), without a hit: at the highest dose activity, negative = inhibition, hits mostly inhibitors; 270,000 tested, 2.1% active; note: nearly all actives have a fitted effect of over 55% in size
#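 K18 P301L tau (15 uM + 0.24 uM Alexa 594-tagged), heparin 20 uM, NaOAc pH 7, 6 h 37 C; ThT 30 uM, 1 h RT, ex 450/em 510 nm.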
# Tau fibril FP = inhibitors of human tau fibril formation; Potency, µM (top dose mostly 57.7 µM), for the others: top-dose activity, negative = inhibition, actives largely listed as inhibitors; K18 P301L tau heparin fibrillization, Alexa594 FP, 6 h; 280,000 tested, 0.39% active; AID 1468; note: nearly all actives have a fitted effect of over 55% in size
#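 Recombinant K18 P301L […], labeled with Alexa 594 at 0.24 uM over 15 uM unlabeled; heparin inducer 20 uM final; 37 C, 6 hr; FP endpoint.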
# L3MBTL1 block = L3MBTL1 (human) inhibition; Q9Y468; AlphaScreen L3MBTL1–H3K9me1 peptide binding; Potency, µM (series often up to 57.1 µM), for the others: at the highest dose activity, negative = inhibition, actives largely listed as inhibitors; 230,000 tested, 0.66% active; note: nearly all actives have a fitted effect of over 60% in size
#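 Displacement of a biotinylated histone H3(1-15) peptide monomethylated at Lys9 (75 nM) from L3MBTL1 (50 nM) was measured by AlphaScreen after a 30 min room-temperature compound incubation; cefsulodin titration served as intraplate control.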
# KDM4E inh = blocks human JMJD2E demethylase activity | B2RXH2 | AID 2147 | JMJD2E catalytic domain, FDH-coupled NADH fluorescence (FDH is formaldehyde dehydrogenase) | Potency, µM (highest dose often 57.1 µM), for the others: at the highest dose activity change, negative = inhibition, actives largely listed as inhibitors | 230,000 tested, 1.6% active; active = well fitted inhibition curve with a large enough effect, not every such curve was filed as active; inconclusive = small, poorly fitted or top-dose-only effect, or another doubt; inactive = no such curve, though single readings can be large or run the other way;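 note: 0% = wells with enzyme and -100% = buffer wells without enzyme; nearly all actives have a fitted effect of over 50% in size; many of its hits are not listed in these tables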
# GoLoco inh red = blocks human Gai1 binding to RGS12 GoLoco peptide, red readout; Gai1:RGS12 GoLoco peptide FP, rhodamine, 10 min; Potency, µM (highest dose often 61.6 µM), for the others: at the top dose activity, negative = inhibition, most hits filed as inhibitors; P63096; 230,000 tested, 0.44% active; active = well fitted inhibition curve with a large enough effect, not every such curve was filed as active; inactive = no such curve, though single readings can be large or run the other way; note: nearly all actives have a fitted effect of over 30% in size; many of its hits are not listed in these tables
# TRb SRC2 PPI = disrupts binding of human TR beta to SRC2; TRbeta-SRC2 peptide binding, fluorescence polarization; receptor liganded with 1 µM T3; Potency, µM (series often up to 106 µM), for the others: at the top dose activity change, negative = inhibition, hits mostly inhibitors; 280,000 tested, 0.065% active; AID 1469;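 note: plate controls were bound peptide for no effect and peptide without receptor for full effect; nearly all actives have a fitted effect of over 50% in size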
#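 Fluorescence polarization of 20 nM Texas Red SRC2 peptide with 0.6 uM human TRb ligand-binding domain, in Tris buffer with 1uM T3 and 5% DMSO. Incubated 5 hr ambient; normalized to unbound and bound controls.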
# RECQ1 helicase = RECQ1 (human) helicase inhibition. AID 2549. 240,000 tested, 0.54% active. P46063. RECQ1 DNA unwinding, red fluorescence kinetic read. Potency, µM (series often up to 57.3 µM), for inactives: top-dose activity, negative = inhibition, actives largely listed as inhibitors;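 note: plate controls were vehicle for no effect and no enzyme for full effect; nearly all actives have a fitted effect of over 30% in size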
#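 RECQ1T1 50 nM; forked duplex (20 bp + 30-nt ss tails) 200 nM, ATP 2 mM final; pH 8.0, 2 mM MgCl2, 2.5 ug/ml poly(dI-dC); 15 min compound preincubation; discontinuous kinetic read over 2 h at RT.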
# TR SRC2 fluor cs = Texas Red fluorescence interference in TRb-SRC2 counter-screen | 280,000 tested, 0.29% active | Potency, µM (highest dose often 106 µM), for inactives: top-dose fluorescence change, negative = quenching | TRb/SRC2 Texas Red total fluorescence interference | AID 1479; active = well fitted curve in either direction with a large enough effect; inconclusive = small, poorly fitted or top-dose-only effect
#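 Human TRb ligand-binding domain at 0.6 uM with 20 nM Texas Red SRC2 peptide in Tris buffer containing 1 uM T3 and 5% DMSO, incubated with compound 5 h at ambient temperature. Total fluorescence (555/632 nm) calculated as parallel + 2 × perpendicular.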
# * = called active by the depositor; i = inactive; ? = inconclusive; . = no result given; & = joins results of further samples; [ ] = another dose, or the depositor's remark. Unless noted, calls come from the whole dose curve; as a rule, active = well fitted curve in the direction sought with a large enough effect; inconclusive = small, poorly fitted or top-dose-only effect, or another doubt; inactive = no such curve, though single readings can be large; an effect the other way counts as inactive or inconclusive. Unless noted, % is set by controls: 0 for no effect and ±100 for the full control effect; potency is the fitted concentration of half-maximal effect. These rows are one share of the data; count on the stated rates, not on these rows.
SMILES	Tau ThT inhib	Tau fibril FP	L3MBTL1 block	KDM4E inh	GoLoco inh red	TRb SRC2 PPI	RECQ1 helicase	TR SRC2 fluor cs
Cc1c(CNC2CCC(C)CC2)c(C(=O)O)c(C)n1Cc1ccc(Cl)cc1 (stereo unspecified)	-2%	6%	.	.	.	1%	.	-1%
NC(=O)CSc1nnc(Cn2c(=O)sc3ccccc32)n1-c1cccc(Cl)c1	-6%	1%	2%	-9%	12%	1%	-9%	2%
CC(C)Oc1snc(Cl)c1C(N)=O	-4%	7%	.	-9%	-3%	3%	-12%	-2%
COC(=O)C(Cc1ccccc1)NC(=O)c1cc(=O)[nH]c2ccccc12 (stereo unspecified)	5%	-7%	-5%	?	12%	-8%	-3%	1%
COc1ccc(-c2nn(CC(=O)NCCc3ccccc3)c(=S)n2C)cc1	-6%	0%	13%	0%	6%	2%	0%	-3%
O=C(Nc1ccc2c(c1)OCCO2)C1CCN(C(=O)c2ccccc2)CC1	-8%	7%	-2%	5%	-3%	-8%	-5%	-1%
CCCc1cnc2c(c1SCc1ccc(C(F)(F)F)cc1)c(=O)n(C)c(=O)n2C	-17%	-3%	.	.	.	-15%	.	0%
CCCCNC(=O)C(Cc1ccccc1)NS(=O)(=O)c1ccc2c(c1)c(=O)n(C)c(=O)n2C (stereo unspecified)	3%&-1%	-14%&5%	.	-20%	-9%	-8%&-12%	-1%	-1%&-9%
C=CCn1c(Cc2c[nH]c3ccccc23)n[nH]c1=S	5%	-8%	-21%	-4%	-2%	2%	9%	-2%
COC(=O)C1=C(c2ccccc2)c2ccccc2S(=O)(=O)N1CC(=O)Nc1ccccc1Cl	-1%	-6%	.	.	.	-2%	.	-19%
COc1cccc(C2c3c(oc4ccccc4c3=O)C(=O)N2c2ccccn2)c1 (stereo unspecified)	-11%	5%	.	13%	-5%	-12%	-9%	-3%
O=C(NC1CCCCC1)C(c1cccnc1)N(C(=O)CCl)c1cccc(Cl)c1 (stereo unspecified)	?	0%	?	2%	6%	-2%	8%	-1%
Cc1cc[n+](-c2[nH]c(=O)sc2/C=N/N=C(\[O-])CCn2c3ccccc3c3ccccc32)cc1	28µM*	?	?	-16%	9%	-1%	-4%	-2%
Cc1ccc(-c2nc(CCNC(=O)C(=O)Nc3ccc(C)cc3C)cs2)cc1	-6%	1%	.	.	.	7%	.	-1%
COCCCNC(=O)c1oc2c(c1C)-c1nn(Cc3ccc(Cl)cc3)cc1CC2	1%	1%	.	.	.	-5%	.	-14%
Cc1ccc(S(=O)(=O)N2CCC(=O)N(C(COCc3cccc(Cl)c3)Cc3ccccc3)CC2)cc1 (stereo unspecified)	-19%	0%	-2%	-6%	1%	-5%	-12%	0%
Cc1ccc(S(=O)(=O)N(C)c2ccc(OCC(=O)NCc3ccco3)cc2)cc1	-12%	-15%	.	-2%	8%	1%	-12%	-3%
CCOc1cccc(-c2nnc3sc(COc4ccccc4)nn23)c1	?	3%	-4%	?	14%	-10%	-1%	1%
CC(=O)N1CCc2cc(S(=O)(=O)CCC(=O)Nc3ccc(C)cc3Br)ccc21	-8%	-5%	.	.	.	-6%	.	1%
COc1ccccc1CNC(=O)CCCn1c(=O)c2cccn2c2ccccc21	-19%	-13%	.	.	.	7%	.	7%
COc1ccc(NC(=O)c2cccc(OC(=S)N3CCOCC3)c2)cc1	.	-1%	.	-3%	-2%	-2%	-14%	0%
COc1ccc(CCNC(=O)c2ccc3c(c2)nc2n3CCCCC2)cc1OC	?	1%	.	.	.	-6%	.	-1%
CCOC(=O)CSc1nc(C)c(Oc2ccc(Cl)cc2Cl)c(=O)[nH]1	.	-2%	.	3%	18%	7%	4%	-1%
CN1/C(=C/C(=S)NC(=O)C2(C)CC2(Cl)Cl)C(C)(C)c2ccccc21 (stereo unspecified)	13µM*	-10%	-11%[11.4 µM]	-3%	196%[activator]	1%	i	7%
Cc1ccc2[nH]c(=O)c(CN(CCN3CCOCC3)C(=O)Nc3ccc(F)cc3)cc2c1	-5%	-6%	2%	-23%	3%	-1%	0%	-2%
O=C(/C=C/c1ccccc1)NCC1(c2ccccc2)CCOCC1	-4%	9%	.	-6%	3%	0%	-9%	0%
CCOc1cc(/C=N/Nc2cccc(C(=O)O)c2)ccc1OC(=O)c1ccccc1	?	7%	-20%	-27%	-4%	-4%	i	-4%
Cc1ccc(Cc2nc3ccccc3nc2SCC(=O)NCCC(C)C)cc1	0%	-2%	.	.	.	10%	.	-1%
Cc1ccc(Cn2ccc(NC(=O)c3cc(-c4ccccc4)on3)n2)cc1	2%	0%	.	22%	8%	7%	-4%	-1%
CCOC(=O)c1c(-c2ccccc2)csc1NC(=O)/C(C#N)=C/c1ccc(O)c(OC)c1	?	17%	?	3%	140%[activator]	-2%	-1%	-3%
COc1ccc(CCNC(=O)c2cnc3n(c2=O)CCS3)cc1OC	0%	2%	-8%	1%	-2%	0%	-3%	-3%
Cc1nn(-c2ccccc2)c(Cl)c1C(=O)Nc1ccc(N2CCOCC2)cc1	?	7%	.	1%	-1%	-3%	-5%	0%
CCC(C)N(C)C(=O)c1cc2ccccc2c(-c2ccccc2Cl)n1 (stereo unspecified)	-11%&-6%&-5%	4%&-1%&8%	0%	3%&-4%	8%&6%&-1%	4%&-10%&-5%	-12%&12%	0%&-2%&-1%
CC(/C=C/c1ccccc1)=N/O	-18%	-10%	-2%	4%	-3%	-4%	i	1%
COc1cc(OC)cc(C(=O)N[C@H](C(=O)NCc2cccs2)C(C)C)c1	-6%	-1%	-9%	0%	17%	-1%	i	1%
COCCc1ccc(OCC(O)CNC(C)C)cc1 (stereo unspecified)	-8%&8%&-1%	10%&4%&-4%	4%&-3%&4%	-2%&6%&7%	18%&16%&0%	0%&3%&9%	12%&-4%	0%&-31%&-16%
COc1ccc(N2CCN(C(=O)CSc3nnc4ncccn34)CC2)cc1	-13%	-2%	-3%	-3%	-2%	-6%	-14%	4%
Cc1ccc(S(=O)(=O)N(C)c2ccc(OCC(=O)Nc3cccc(-n4cnnn4)c3C)cc2)cc1	-7%	-2%	-2%	-1%	2%	6%	-11%	-2%
O=C(Nc1cc(Cl)ccc1Oc1ccccc1)c1ccc(F)cc1	3%	0%	127%[activator]	-1%	-5%	-28%	3%	2%
COc1ccc(CCNc2oc(/C=C/c3cc(OC)c(OC)c(OC)c3)nc2C#N)cc1OC	?	20%	.	.	.	-2%	.	-1%
O=C(NC1CCCCC1)c1ccc(CNc2c(N3CCOCC3)c(=O)c2=O)cc1	-8%	5%	.	0%	5%	7%	-6%	4%
COc1cc(C(CCN2CCCC2)c2c(OC)cc(OC)c3c(C)cc(=O)oc23)cc(OC)c1OC (stereo unspecified)	-13%	-2%	.	?	-5%	-8%&2%	-1%	0%&1%
CC1CCCCC1NC(=O)COC(=O)c1ccc(S(=O)(=O)N2CCOCC2)cc1 (stereo unspecified)	-9%	1%	2%	-10%	-4%	-1%	i	-5%
CCn1c(C)nc([N+](=O)[O-])c1C(=O)O	0%	1%	.	10%	-4%	-3%	0%	1%
COc1ccc(N2CCN(Cc3nc(N)nc(N4CCCc5ccccc54)n3)CC2)cc1	?	13%	-9%	1%	-4%	1%	-1%	1%
Cc1ccc(NC(=O)CC(N)=S)cc1	.	6%[11.6 µM]	.	-4%	12%	-4%	-1%	-2%
CC(C)(C)c1ccc(Cn2cnc(-c3ccc([N+](=O)[O-])cc3)c2)cc1	-17%	?	-23%	-4%	-10%	2%	-11%	8%
CC1CCCCC12NC(=O)N(CC(=O)Nc1ccc(N3CCOCC3)cc1)C2=O (stereo unspecified)	?	3%	6%	-3%	-5%	-3%	-17%	4%
CC(=O)N1CCc2cc(S(=O)(=O)N3CCN(c4ccc(C)cc4)C(C)C3)ccc21 (stereo unspecified)	-9%	-1%	.	.	.	-1%	.	-1%
CSCC(=O)N1CCCC(CO)(Cc2ccccc2C)C1 (stereo unspecified)	-15%	-9%	10%	?	8%	5%	0%	-1%
Cc1ccc(OC(=O)c2ccccc2P(=O)(O)O)cc1	-12%	3%	.	3%	-5%	-14%	-11%	-2%
CCc1ccc(S(=O)(=O)c2nnn3c2nc(NCc2cccc(OC)c2)c2cc(Cl)ccc23)cc1	8%	?	.	.	.	-5%	.	-27%
Cc1ccc(S(=O)(=O)N(CC(=O)Nc2ccccc2C(=O)O)c2ccc(Cl)cc2)cc1	?	-8%	-4%	?	3%	0%	21%	-2%
Cc1ccc(N=Nc2ccc(O)c3ncccc23)cc1C	?	13%	.	-1%	-8%	-8%	-2%	-1%
COc1ccc(Cc2nc(C(=O)Nc3ccc(Cl)cc3)cs2)cc1	-20%	-10%	.	-8%	-1%	-14%	-10%	0%
CCC(=O)NC(=S)Nc1cccc(NC(=O)c2ccccc2C)c1	-6%	0%	0%	18%	8%	-3%	-6%	2%

# (list continues)
SMILES	Tau ThT inhib	Tau fibril FP	L3MBTL1 block	KDM4E inh	GoLoco inh red	TRb SRC2 PPI	RECQ1 helicase	TR SRC2 fluor cs
CCCCNc1ccc(-c2nc(-c3ccccn3)no2)cc1[N+](=O)[O-]	17%	-5%	.	.	.	8%	.	-8%
CCOC(=O)CSc1nc2cc3c(cc2cc1C#N)OCCO3	?	2%	7%	-24%	15%	-2%	5%	-1%
CN(C(=O)Nc1ccc(Cl)cc1)n1cnc2ccccc2c1=O	1%	-1%	-1%	-7%	9%	-5%	-4%	-5%
COc1ccc(-c2nc3c(c4c2C[C@H](c2ccccc2)OC4)CN(C(=O)NCc2ccco2)CC3)c(C)c1	-4%[11.5 µM]	-2%[11.6 µM]	.	-1%[11.4 µM]	1%[14.2 µM]	-1%[11.2 µM]	i[11.5 µM]	-3%[11.2 µM]
